Screening data: PubChem BioAssay, several laboratories
SDO1 yeast rescue = restores growth of sdo1-depleted yeast | S. cerevisiae sdo1-depleted JHY4D growth rescue, OD600 30 h; active compounds read high; pdr5 snq2 efflux-pump mutant strain | z-score at 10 µM | hit rate 0.21% among 140,000 | AID 817;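 active = z-score above 3 at both the 24 hr and the 30 hr optical density reads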;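 also: z-score against mean and SD of all compound wells on the same plate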
INS promoter inh = TRM-6 insulin promoter activity inhibition. inhibition, % at 2 µM. hit rate 0.9% among 130,000. TRM-6 cells (human fetal islet line), insulin promoter-eGFP reporter, imaging; reporter expression induced with tamoxifen;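 active = inhibition above the mean plus 3 SD, with well images judged a real hit on visual review, cut at about 60% in these data, passing the limit was not always enough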
SDO1 yeast rescue Rescue 24 h = recorded beside SDO1 yeast rescue, whose call it bears; z-score; S. cerevisiae sdo1-depleted JHY4D growth rescue, OD600; measured here: growth rescue at 24 h;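 0 is the plate mean of compound wells and units are plate SD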
Active calls of the source: *; / = no result given; & = joins results of further samples; [ ] = remark or other dose.

Start of the data: the first 3 records as a preview:
SDO1 yeast rescue Rescue 24 h	SDO1 yeast rescue	INS promoter inh	SMILES
/	/	0	CCc1ccc(-c2cn(C3CCCCC3)c(=S)[nH]2)cc1
1.1	-0.53	/	CCOc1ccc(N2C(=O)CC(N(CCc3ccc(OC)c(OC)c3)C(=S)Nc3ccccc3)C2=O)cc1 (stereo not given)
-0.23	-0.93	9	Cn1ncc(Br)c1C(=O)OCC(=O)Nc1nc(-c2ccccc2)cs1

This part in full, previewed entries included:
SDO1 yeast rescue Rescue 24 h	SDO1 yeast rescue	INS promoter inh	SMILES
/	/	0	CCc1ccc(-c2cn(C3CCCCC3)c(=S)[nH]2)cc1
1.1	-0.53	/	CCOc1ccc(N2C(=O)CC(N(CCc3ccc(OC)c(OC)c3)C(=S)Nc3ccccc3)C2=O)cc1 (stereo not given)
-0.23	-0.93	9	Cn1ncc(Br)c1C(=O)OCC(=O)Nc1nc(-c2ccccc2)cs1
0.07&0.11	0.19&0.15	-21	O=C(CCn1nc(-c2ccc(Cl)cc2)c2ccccc2c1=O)NCCN1CCOCC1
0.89	0.45	64	Cc1ccc2c(Cl)c(C(=O)Nc3cc(C)on3)sc2c1
-0.41	0.29	-6	O=C(CSc1nc2c(c(=O)[nH]1)CN(Cc1ccc(F)cc1)CC2)Nc1ccc(F)cc1
-0.16	-0.14	/	COc1ccc(-c2noc(-c3ccccc3F)n2)cc1
-1.5	-1.5	/	Cc1cccc(OCc2nnc(SCc3cc(=O)n4cc(Br)ccc4n3)o2)c1
/	/	-7	CCN(CC)S(=O)(=O)c1cccc(NC(=O)c2ccc(C#N)cc2)c1
0.39	0.36	-173	CCC(Sc1nnnn1-c1ccccc1)C(=O)NC(C)c1ccccc1 (stereo not given)
0.13	0.31	0	O=C(CN1CCC(n2nnc3cc(F)ccc32)CC1)NCCc1ccccc1
-0.84	-1.4	-31	CCOC(=O)c1ccc(N2Cc3ccccc3C2)cc1O
0.08	0.33	/	S=C(NCCc1ccccc1)N1CCN(Cc2ccccc2)CC1
-1.2	-2.2	-43	CCC(Sc1nnnn1-c1ccccc1)C(=O)Nc1nc2ccccc2s1 (stereo not given)
-0.88	0.01	-35	Cc1ccc(S(=O)(=O)CCC(=O)Nc2cccc(C)c2)cc1
0.98	0.85	22	CC(C)c1ccc(NC(=O)COC(=O)CSc2nnc(N)s2)cc1
-0.07	0.48[24.5 µM]	/	Cc1ccccc1CN1CCCNC1=O
-0.46	0.19	0	CS(=O)(=O)N(CC(=O)N1CCCCC1)c1ccc(Cl)c(C(F)(F)F)c1
-0.38	-1.7	-13	Fc1ccc(/C=N/n2c(-c3cccs3)n[nH]c2=S)cc1
/	/	-71	Clc1nssc1=Nc1ccccc1

Part of the list above in order of molecular weight, descending.
SDO1 yeast rescue Rescue 24 h	SDO1 yeast rescue	INS promoter inh	SMILES
-0.88	0.01	-35	Cc1ccc(S(=O)(=O)CCC(=O)Nc2cccc(C)c2)cc1
-0.38	-1.7	-13	Fc1ccc(/C=N/n2c(-c3cccs3)n[nH]c2=S)cc1
/	/	-71	Clc1nssc1=Nc1ccccc1
-0.07	0.48[24.5 µM]	/	Cc1ccccc1CN1CCCNC1=O

More structures:
SDO1 yeast rescue Rescue 24 h	SDO1 yeast rescue	INS promoter inh	SMILES
-1.6	-2.5	-52	Cc1ccc2c(c1)c(C)c(C)n2CC(O)Cn1nc(C)c(Br)c1C (stereo not given)
/	/	-7	CN(C)c1cccc(C(=O)NNC(=S)NC2CC3CCC2C3)c1 (stereo not given)
-0.64	-1.2	3	Cc1nc(NS(=O)(=O)c2ccccc2C)c2c3c(sc2n1)CCC3
-0.06	0.04	-42	CCCN1/C(=C(/C#N)C2=NS(=O)(=O)c3ccccc32)N(C)c2ccccc21
-0.6	-0.13	-11	CCCCCCSc1nsc(N)n1
/	/	64	COCc1cc(C)nc(OCC(=O)N/N=C/c2ccc(O)cc2O)c1C#N
/	/	20	CCOP(=O)(OCC)C(NC(=O)c1cccs1)C(F)(F)F (stereo not given)
-0.19	0.11	75*	O=C1Nc2ccc(F)cc2C12Nc1ccccc1-c1nnc(SCc3ccccc3)nc1O2 (stereo not given)
-0.86	-1	-5	Cc1oc2c(C)c3oc(=O)c4c(c3cc2c1C)CCC4
-0.45	0.21	/	Cc1ccc(C(=O)N/N=C/c2ccc(-c3ccccc3[N+](=O)[O-])o2)cn1
/	/	-8	O=C(NCc1ccccn1)C(=O)NN=C1CCCCCCC1
0.79	1.4	50	CCc1cc2c(=O)c(-c3nc4ccccc4n3C)c(C)oc2c(CN(CC)CC)c1O
-0.12	-0.09	-11	Cc1ccc2c(c1)[C@@H]1CN(C)CC[C@@H]1N2S(=O)(=O)c1ccc([N+](=O)[O-])cc1
0.79	1	-10	CCOc1cc(C(N)=O)cc(OCC)c1OCC
-0.62	-0.18	/	O=C(c1cccc(F)c1)N1C2C=CC(C2)C1(C(F)(F)F)C(F)(F)F (stereo not given)
-0.33	0.58	/	O=C(/C=C/c1ccccc1)NC(NC(=S)Nc1ccc(C(=O)O)cc1)C(Cl)(Cl)Cl (stereo not given)
/	/	-58	Cc1ccc(COC(=O)c2nn(C)c(=O)c3ccccc23)cc1
-1.3	-1.4	/	COc1ccc(C2c3c(ncn(Cc4ccco4)c3=N)Oc3ccc4ccccc4c32)cc1 (stereo not given)
-1.6	-1.8	6	O=C(Nc1ccc(Cl)cc1)N(Cc1cccs1)Cc1cccs1
-2.1	-1.3[12.3 µM]	-6	O=C(N/N=C/c1cccs1)C1CC(=O)N(c2ccccc2)C1 (stereo not given)
-0.22	-0.91	-45	CS(=O)(=O)N(CC(=O)N1CCN(Cc2ccc3c(c2)OCO3)CC1)Cc1ccc(Cl)cc1
-0.67	-1.2	/	Cc1cc(C)n2nc(SCc3nnc(SCc4ccccc4Cl)s3)nc2n1
0.55	0.23	6	O=C(O)CSc1nnc(CNc2ccc(Cl)cc2)n1Cc1ccccc1
/	/	-86	O=C(NCCc1c[nH]c2ccccc12)C(=O)NCC1OCCN1S(=O)(=O)c1ccccc1 (stereo not given)
/	/	5	COc1ccc(C2CC3(CC(C)(C)NC(=S)N3)Oc3cc(O)cc(C)c32)cc1OC (stereo not given)
0.16	-0.12	44	O=C(Nc1ccn(Cc2ccccc2)n1)c1n[nH]c([N+](=O)[O-])c1Cl
-1.2	-1.7	/	CCCCSc1nc2c(cnn2-c2ccc(C)c(C)c2)c(=O)[nH]1
0.25	0.79	6	CC(=O)Nc1ccc(/C(C)=N/NC(=O)c2ccccc2Cl)cc1
0.11	1.1	0	COc1ccc(-n2c(CNC(=O)c3cc(OC)c(OC)c(OC)c3)n[nH]c2=S)cc1
0.33	-0.23	-18	Cc1nonc1NC(=O)OC1CCCCC1
-0.63	0.37	/	O=C(CC1OC(=O)c2ccccc21)c1ccco1 (stereo not given)
-0.72	-1.1	14	CCOC(=O)C1Sc2[nH]c(=O)sc2C(c2ccc(Cl)cc2)C1C(=O)OCC (stereo not given)
-0.6	-0.53	27	O=c1[nH]c(CSc2nc(-c3ccc(F)cc3)cs2)nc2ccccc12
0.46	0.35	-53	COc1cc2c(cc1NC(=O)c1cccnc1)CCCC2
2.3	1.4	23	CC1=CC2=NC(=O)/C(=C\c3cc(C)n(-c4ccc(F)cc4)c3C)C(=N)N2O1
/	/	-121	COc1ccccc1NC(=O)Cc1noc(CSc2nnc(C(F)(F)F)n2C)n1
0.03	0.07	23	C=C(C)C1CC=C(CN2CCC(O)CC2)CC1 (stereo not given)
1.4	0.22	23	O=C(CCN1C(=O)/C(=C/c2cccc(Br)c2)SC1=S)NNC(=O)c1cccnc1
/	/	-65	COC(=O)c1ccc(NC(=S)Nc2cccc(C)n2)cc1
/	/	-6	CCOc1ccc(C(=O)CSCC(=O)O)cc1
/	/	17	COc1ccc(C(=O)CSc2nnc(-c3ccco3)o2)cc1
-0.01	-0.51	-31	CCOc1ccc(OCCOCCN2CCOCC2)cc1
0.54&1	0.84&1.1	5	O=c1cc(CN2CCN(c3ccc(F)cc3)CC2)c2cc3c(cc2o1)CCCC3
-0.55	-0.64	/	COc1ccc2nc(NC(=O)c3cccc(OCc4c(C)noc4C)c3)sc2c1
-2.3	-1.5	-18	Cc1ccc(N(CC(=O)Nc2cc(Cl)ccc2Oc2ccccc2)S(C)(=O)=O)c(C)c1
-0.28	-0.62	-108	COc1ccc(NC(=O)Nc2cccc(C(=O)N3CCOCC3)c2)cc1OC
-0.99	-0.39	-4	COc1ccc(C(=O)CSc2nc(C)cc(=O)[nH]2)cc1
1.5	1	0	Cc1sc2nc(SCC(=O)NCc3ccco3)[nH]c(=O)c2c1C
-0.22	-0.09	/	CCOC(=O)Cc1csc(NC(=O)CCN2C(=O)c3ccccc3C2=O)n1
-0.41	-0.3	/	CC(C)(C)c1ccc(C2C3=C(CCCC3=O)NC3=C2C(=O)c2ccccc23)cc1 (stereo not given)

Following part:
SDO1 yeast rescue Rescue 24 h	SDO1 yeast rescue	INS promoter inh	SMILES
-0.86	-0.38	/	CC(=O)c1cccc(NC(=O)COC(=O)[C@@H](NC(=O)OCc2ccccc2)C(C)C)c1
0.09	0.64	-33	CCOC(=O)CSc1n[nH]c(NC(=O)c2cccc(C(F)(F)F)c2)n1
/	/	-9	Cc1ccc(C(=O)CSc2nc3c([nH]2)c(=O)n(C)c(=O)n3C)cc1
0.67	0.6	/	CCCCC(=O)Nc1ccc2c(c1)nc1n2CCSC1
1.9	2.3	30	CN(C)C(=O)c1c([N+](=O)[O-])ncn1C
-1.3	-0.93	15	O=C(Cn1cnc2c(cnn2-c2ccc(F)cc2)c1=O)N1CCCc2ccccc21
/	/	-15	Cc1ccc2c(c1)C(=O)C(=O)N2CCCOc1ccccc1C
-0.11	0.37	-48	CCc1cccc(CC)c1NC(=O)COn1nnc2ccc(C(F)(F)F)cc21
0.93	0.96	-12	Cc1nnc(SCC(=O)OC2CC(C)CCC2C(C)C)[nH]c1=O (stereo not given)
/	/	-50	CCOC(=O)c1sc(NC(=O)CSc2nc(O)c(Cc3ccccc3)c(=O)[nH]2)nc1C
-1.1	-0.6	/	Cc1ccc(C(=O)NCc2cccs2)cc1S(=O)(=O)N1CCCCC1
-1.4	-1.8	3	COc1ccc(-c2ccc(C3C(C#N)=C(N)Oc4n[nH]c(C)c43)o2)cc1 (stereo not given)
-0.99	-1.4	-17	O=C(Nc1nnc(C23CC4CC(CC(C4)C2)C3)s1)c1ccco1
0.1	0.82	/	O=C(CCCn1c(=O)[nH]c2ccccc2c1=O)NC1CCCCCC1
0.36	-0.37	/	CCC(=O)Nc1ccc(NC(=O)/C=C/c2ccc(Cl)cc2)cc1
0.26	0.14	-19	O=C(NCc1cccs1)C1CCC(CNS(=O)(=O)c2cccs2)CC1 (stereo not given)
2.1	0.09	-13	CS(=O)(=O)N1CCN(c2ccc(NC(=O)c3ccc(-c4ccc(Cl)cc4)o3)cc2)CC1
/	/	0	CCOC(=O)c1csc(-c2ccc(OC)c(OC)c2)n1
1.3	1.6	33	COc1ccc(NC(=O)CSc2nnc(-c3ccccc3C)n2N)cc1OC
1.2	1.1	-14	CCCCOC(=O)C1Cc2ccccc2C(=O)O1 (stereo not given)
-1.2	-0.29	36	CCCCCCC1CC(C)(C(=O)CNc2nncs2)OC1=O (stereo not given)
0.31	0.38	/	CCN1C(=O)C2C(c3ccccc3F)NC(Cc3ccc(O)cc3)(C(=O)OC)C2C1=O (stereo not given)
-0.32	0.57	/	CCc1c(C)nc2c(OC)cccc2c1SCCC(=O)O
/	/	14	O=C(Nc1ccc2nsnc2c1)C1CC1
1.2	0.64	-38	Cc1ccc(-c2nn(-c3ccccc3)cc2/C=N/NC(=O)c2ccc3c(c2)OCO3)cc1
/	/	-8	Cc1cc(Br)ccc1NC(=O)c1cnc(N2CCN(c3ccccn3)CC2)c2ccccc12
/	/	33	Cc1ccccc1OCCC(=O)OCC(=O)Nc1cc(S(=O)(=O)N2CCOCC2)ccc1Cl
0.64	-0.82	73*	COc1ccccc1-c1nc(C#N)c(N2CCN(C(c3ccccc3)c3ccccc3)CC2)o1
0.83	0.98	12	CN(C)CCN(Cc1ccccc1)c1nccc(N(C)C)c1C#N
-0.88	-0.62	6	O=C1Cc2ccccc2Sc2cc(OCCCN3CCCCC3)ccc21
-0.12	-0.77[6.5 µM]	/	N#Cc1ccc(-c2ccco2)nc1SCC(=O)c1ccc(Cl)cc1
1.2	-0.06	/	COc1cccc(C(=O)OCc2ccccc2C#N)c1O
0.08	0.36	36	CCOc1ccc2nnnn2n1
-0.46	-0.19	-30	COc1cc2cc(CN(CCc3ccccc3C)C(=S)NCCCN(C)C)c(=O)[nH]c2cc1OC
-0.71	-0.72	19	COc1ccc(C(c2c(C)[nH]n(C(N)=S)c2=O)C(C#N)C#N)cc1 (stereo not given)
1.3	0.75	/	CN(C(=O)c1cccc(C#N)c1)c1nnc(-c2ccccn2)s1
-1.2	-1.1	-214	COc1cccc(C(C(=O)NC2CCCC2)N(Cc2ccccc2OC)C(=O)c2ccco2)c1 (stereo not given)
-1.7	-1.7	20	O=c1c2c3c(sc2ncn1/N=C/c1ccco1)CCCC3
0.8	1.1	-143	CCOC(=O)CN1N=C(/C=C/c2ccc(OC)cc2)CCC1=O
0.69	1.5	/	O=C(NCc1ccc(F)cc1)C1CCCN(S(=O)(=O)c2cccnc2)C1 (stereo not given)

Part of the list above in another layout.
SMILES,SDO1 yeast rescue Rescue 24 h,SDO1 yeast rescue,INS promoter inh
COc1cc2cc(CN(CCc3ccccc3C)C(=S)NCCCN(C)C)c(=O)[nH]c2cc1OC,-0.46,-0.19,-30
COc1ccc(C(c2c(C)[nH]n(C(N)=S)c2=O)C(C#N)C#N)cc1 (stereo not given),-0.71,-0.72,19
